High-throughput results: PubChem, several laboratories
Shn3 3UTR inh – reduction of Shn3 3'UTR firefly luciferase signal, primary screen, Schnurri-3 inhibitor project, cell-based, Clone20 osteoblasts, set 2 | Clone20 osteoblast Shn3 3'UTR firefly luciferase, 24 h | inhibition, % at 12.5 µM | hit rate 0.52% among 360,000 | AID 588674, 2011;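 active = mean inhibition of at least 75% with every replicate also reaching 75%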;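 note: 0% = median of neutral control wells and 100% = pilot-screen positive control compound; some compounds past the cut are filed as inactive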
NR2E3 ag-1 – inhibitors of NR2E3-RetCOR corepressor binding, primary screen, NR2E3 agonist project, biochemical, TR-FRET, GST-NR2E3, biotin-RetCOR. inhibition of corepressor binding, % at 4.78 µM. hit rate 0.12% among 320,000. AID 2300, 2010. Photoreceptor-specific nuclear receptor (Homo sapiens), Q9Y5X4. 1536-well;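 active = percent inhibition above the cutoff of mean plus 3 SD of all tested compounds, set per screening campaign, cut at about 20% in these data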;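 note: 0% = DMSO wells and 100% = biotin wells as full block of FRET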
Target sequence (Q9Y5X4 whole entry, looked up): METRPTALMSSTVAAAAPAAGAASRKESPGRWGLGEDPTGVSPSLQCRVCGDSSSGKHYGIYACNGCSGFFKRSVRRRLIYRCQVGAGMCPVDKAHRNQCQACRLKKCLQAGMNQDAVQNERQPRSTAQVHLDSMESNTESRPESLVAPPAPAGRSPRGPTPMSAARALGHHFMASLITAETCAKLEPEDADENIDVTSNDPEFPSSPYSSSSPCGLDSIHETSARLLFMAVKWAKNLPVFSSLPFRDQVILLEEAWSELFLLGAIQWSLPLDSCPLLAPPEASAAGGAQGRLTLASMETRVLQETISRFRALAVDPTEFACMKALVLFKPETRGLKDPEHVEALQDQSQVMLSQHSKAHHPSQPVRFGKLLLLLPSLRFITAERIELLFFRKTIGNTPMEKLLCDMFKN
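Test system – NR2E3–RetCOR corepressor complex · Quantity – NR2E3 fusion 1.35 nM · Buffer or medium – Tris pH 7.5 · Incubation – Compound–protein incubation for 5 h at 4 °C · Technique – TR-FRET, Eu(K)-anti-GST donor, streptavidin-D2 acceptor, ex 340, em 617/671 nm · Evaluation – percent inhibition of 671/617 nm emission ratio versus biotin and DMSO controls · Plate – 1536-well format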
HIF-2a inh – HIF-2a reporter inhibitors, primary screen, luminescence, 786-0 RCC cells; 786-0 RCC cells HIF-2a reporter, luciferase luminescence, overnight; inhibition, % at 18.8 µM; hit rate 0.72% among 360,000;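 active = inhibition of the luminescence signal of 40% or more relative to plate controls, in a single-dose primary screen at 18.75 µM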
NR2E3 ag-2 – NR2E3 agonists in two-hybrid cells, primary screen, cell-based, luminescence, CHO-S, Gal4-NCOR/VP16-NR2E3. Photoreceptor-specific nuclear receptor (Homo sapiens), Q9Y5X4. luciferase. inhibition of corepressor binding, % at 3.98 µM. hit rate 0.35% among 360,000. AID 602229, 2012;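 active = inhibition above the mean of all tested compounds plus 3 SD, cut at about 70% in these data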;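 note: 0% = DMSO with NR2E3 transfected cells and 100% = cells lacking NR2E3 construct; higher means lower luciferase signal from less NR2E3 corepressor binding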
KKLEB cytotox – cytotoxicity in KKLEB CF airway cells, primary screen, cytotoxicity control for CF NF-kB inhibitor project, cell-based, uHTS, fluorescence assay plates; KKLEB CF airway cells viability, ATPlite luminescence, overnight; stronger effect = lower value; cells stimulated with P. aeruginosa culture filtrate; activity change (cytotoxicity), % at 5 µM; hit rate 0.36% among 360,000; AID 602141, 2011;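 active = corrected activity change at or below -50% at 5 µM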
Peg3 promoter – Peg3 promoter-driven luciferase inhibitors, primary screen, cell-based, HeLa, luciferase luminescence | HeLa PEG-Prom luciferase reporter, overnight | inhibition, % at 20 µM | AID 588405, 2011 | hit rate 1.7% among 360,000;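 active = inhibition of at least 50% at 20 µM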
CF NFkB block – inhibitors of PAF-induced NF-kB signaling, primary screen, cell-based, GFP fluorescence, uHTS. KKLEB NF-kB-GFP reporter, GFP fluorescence overnight. inhibition, % at 5 µM. hit rate 0.86% among 360,000. AID 588850, 2011;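 active = at least 50% inhibition at 5 µM, scaled per plate between neutral and stimulator controls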;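 note: PAF is a Pseudomonas aeruginosa culture filtrate used as stimulus; plate controls were PAF-stimulated DMSO wells for no effect and unstimulated DMSO wells for full effect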
C8 TRAIL sens – viability loss with TRAIL in NB7+C8 cells, primary screen, TRAIL sensitizer project, cell-based, ATPlite luminescence. hit rate 1% among 360,000. inhibition (viability loss, TRAIL sensitization), % at 10 µM;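 active = compounds causing at least 50% loss of cell viability in the single-dose screen, relative to plate controls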
MITF TRPM1 inh – inhibitors of MITF-dependent TRPM1 promoter reporter, primary screen, cell-based, SK-MEL-5, single point, luciferase; inhibition, % at 12.5 µM; AID 488899, 2010; SK-MEL-5 TRPM1 promoter luciferase, 24 h; hit rate 0.83% among 330,000;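 active = mean inhibition across replicates of 60% or more, whatever share of single replicates reaches that level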; note: values of inactives mirror those of a sister screen read the other way
hiPSC survival – enhancers of single-cell hiPSC survival, primary screen, ATPlite luminescence | survival enhancement, % at 20 µM | 100% = ROCK inhibitor wells, 0% = DMSO | hit rate 0.044% among 360,000; in the data active = survival enhancement above about 18%;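 note: cells exposed to compounds for 16 hours before the ATP read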
LMP1 NFkB inh – EBV LMP1-driven NF-kappaB luciferase reporter inhibitors, primary screen, cell-based, luminescence, single point. LMP1-induced NF-kappaB luciferase reporter cells. inhibition, % at 12.5 µM. hit rate 0.69% among 350,000; in the data active = inhibition above about 41%;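 note: 0% = neutral control wells and 100% = reference inhibitor control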
The depositor's hits bear a star; . = not tested or not shown.

Results follow in this order: hiPSC survival, CF NFkB block, LMP1 NFkB inh, Shn3 3UTR inh, NR2E3 ag-2, Peg3 promoter, C8 TRAIL sens, KKLEB cytotox, MITF TRPM1 inh, HIF-2a inh, NR2E3 ag-1
COCc1ccc(C(=O)N2CCCC(N(C)CCc3ccc(OC)c(OC)c3)C2)s1 (configuration not stated)
    -0.5, -17, 3, 1, 12, -4, 6, 9, -6, -6, 2
CCN1C(=O)/C(=C/c2ccc(OC)c(OC)c2)N=C1SCC(=O)NCc1ccco1
    2.3, -9, -2, 1, -10, 7, 6, 5, 13, 14, -3
Fc1ccc(-n2nnc(-c3cccnc3)n2)cc1
    -0.6, -22, -20, -87, -77, -268, -1, 2, -65, -215, -2
COc1ccc(OC)c(-c2nnc3n2N=C(c2ccc(OC(F)F)c(OCC4CC4)c2)CS3)c1
    1.9, 23, 22, 1, -15, 16, 10, -4, 23, -5, .
Cc1cc(C(=O)COC(=O)CN=C2NS(=O)(=O)c3ccccc32)c(C)n1CCc1ccc(Cl)cc1
    -0.2, -11, -6, 7, -23, 3, -3, 14, -11, -9, -1
Cc1ccc2c(c1)N(CC(=O)N1CCCCC1c1cccnc1)C(=O)CO2 (configuration not stated)
    0.8, 14, -9, -2, 13, 18, 1, -2, -10, -16, 1
CC(=O)Nc1nc(C(F)(F)F)cs1
    1.9, -5, -3, 10, -22, -1, -9, -8, -2, 16, 2
O=C(Nc1ccc2c(c1)OCCO2)C(c1ccnc2ccccc12)N1CCN(C/C=C/c2ccccc2)CC1 (configuration not stated)
    -2.0, -20, ., 11, -1, -25, -8, -2, ., -13, .
CCc1ccc(/C=N/NC(=O)c2nnn(-c3nonc3N)c2CN2CCc3ccccc32)cc1
    0.7, 1, -35, 26, -49, 27, -2, 5, -2, 3, 1
Cc1ccccc1-n1nc(SCC(=O)O)sc1=S
    -0.8, 11, -11, -26, -2, 11, -6, -6, -4, 11, 1
Cc1ccc(C)c(S(=O)(=O)N2CCN(c3ncccn3)CC2)c1
    9.0, -13, 16, -9, -21, 31, 1, -5, 4, 24, 2
NS(=O)(=O)c1cccc(NC(=O)CN2C(=O)C(=O)N(Cc3ccccc3)C2=O)c1
    -0.9, 2, 4, 0, 10, 15, -26, 0, 13, 0, .
CCCc1nnc(NC(=O)COc2ccc3c(c2)OCO3)s1
    -0.4, 4, -8, -2, -15, -44, -6, -12, -4, -45, 2
CCOc1ccc(C2C(C(=O)c3ccc(C)o3)=C(O)C(=O)N2CCCN(CC)CC)cc1 (configuration not stated)
    -0.3, 0, 2, 1, -2, 10, 18, 3, -2, 13, 2
COc1ccc(CC(NC(C)=O)C(=O)NC2CCN(S(=O)(=O)c3ccccc3)CC2)cc1OC (configuration not stated)
    1.4, -9, -4, -7, 8, 7, -8, 3, 8, 6, 5
COc1ccc(N2CCN(C(=O)c3ccccc3Br)CC2)c([N+](=O)[O-])c1
    -0.3, 12, 7, 22, -11, 5, -23, -6, 2, -6, 1
O=C(Nc1nnc(-c2ccccc2)o1)c1cc(Cl)sc1Cl
    -1.4, 1, 5, 12, -4, 13, 4, -2, 1, 12, 1
CCOc1ccccc1/C=C(\C#N)C(=O)Nc1cccc(C(=O)O)c1
    -0.5, -7, -5, -5, -14, 4, -3, -11, -13, -15, -3
COc1ccc(NC(=O)CN(c2ccc(OC)c(Cl)c2)S(=O)(=O)c2ccccc2)cc1
    0.0, 4, 22, 4, -38, 23, -7, -19, 6, 13, 1
CC(C)(C)OC(=O)C[C@@H]1C/C=C\C[C@H](CC(=O)NCCO)C(=O)NC[C@H](c2ccccc2)OC1=O
    -2.1, 2, -17, -20, 1, -1, -15, 0, 10, 5, .
CCN(CC)C(=O)CSc1nc2c(sc(=S)n2-c2ccccc2)c(=O)n1Cc1ccco1
    2.3, -1, 17, 31, -4, 28, -7, 3, -3, 13, -2
O=C(c1ccccc1NS(=O)(=O)c1ccc(Br)s1)N1CCCC1
    -0.5, 4, 3, -3, -7, 11, -18, 8, 3, 1, 5
CCCCCCC(=O)N/N=C1\CCCc2ccccc21
    0.4, -1, -5, -7, 11, 10, -2, 13, -3, -12, -3
NC(=O)c1ccc(OCc2ccccc2)nc1
    0.9, -5, -21, -51, -42, -175, -6, 2, -92, -197, .
COc1cc(N2C(=O)c3ccccc3C2=O)c(Cl)cc1C(=O)OCC(=O)N(C)C
    0.5, -32, 2, -9, -29, 12, -2, 16, 11, 19, 1
CN=C1SC(CC(=O)Nc2cc(Cl)ccc2Cl)C(=O)N1C (configuration not stated)
    -1.7, -24, -1, -14, 4, 19, -4, 10, -4, 12, -1
Cc1cc(O)c2/c(=N\N)c(-c3csc(C)n3)coc2c1
    -0.5, 5, -5, -22, 0, 2, 17, 6, 3, 23, 2
O=Cc1cn(-c2ccccc2)nc1-c1ccc2c(c1)OCCO2
    0.2, 2, -18, -46, -88, -243, -8, -16, -71, -238, 3
CCOC(=O)Cc1csc(NC(=O)CCCC(=O)O)n1
    -0.1, -12, ., 1, -16, 15, 4, 0, ., 17, 3
Cc1ccc(C)c(NC(=O)COC(=O)CCC(=O)c2cccs2)c1
    0.6, -18, 0, -7, 21, -3, 0, -3, 8, 15, 6
COc1cccc(-c2ccc(SCC(=O)c3ccccc3)nn2)c1
    0.1, -14, -1, -31, -28, -130, -3, 0, 0, -142, -1
COC(=O)C1CC(=O)N(c2ccc(OCc3ccccc3Cl)cc2)C1 (configuration not stated)
    -0.5, -3, -3, 8, 11, 9, -2, 2, -2, 26, -3
COc1cc2c(=O)n(Cc3ccco3)c(=O)n(CC(=O)c3ccc(Br)cc3)c2cc1OC
    -1.1, 13, 3, 1, -9, 17, 2, -5, -7, 4, 4
COc1ccc(S(=O)(=O)N2CCCCC2)cc1NC(=O)C1CSC2(C)CCC(=O)N12 (configuration not stated)
    0.3, -5, -4, 11, 13, 12, 11, 7, 15, 8, -1
N#C/C(C(=O)NCc1ccccc1)=C1/N=C(NC(=O)c2cccs2)c2ccccc21
    0.4, -12, 1, -6, -7, -5, 2, 1, 6, 8, -4
N#Cc1cc(Br)ccc1N=C1CCCN1c1ccccc1
    -1.2, 9, -9, -14, -39, 22, -6, -26, 12, -11, 4
CCOC(=O)N1CCN(C(=O)c2ccc(Cn3c(=S)[nH]c4cc(C(=O)OC)ccc4c3=O)cc2)CC1
    0.0, -3, 9, -9, -20, -10, 0, -5, 41, -8, 0
COC(=O)c1c(NC(=O)C2CC2)sc2c1CCCC2
    -0.7, 11, -3, -44, -10, 13, -11, -11, 9, 12, -3
COc1cccc(CNC(=O)CN2C(=O)CCSc3ccc(S(=O)(=O)N4CCCC4)cc32)c1
    -0.3, -16, 11, -25, 12, 32, 11, 4, -4, 13, 3
O=C(N/N=C/C=C/c1ccco1)c1cccs1
    2.8, -12, -25, -59, -59, -166, -1, 8, -69, -191, 0
CCCNc1c(N)c(=O)oc2ccccc12
    -0.1, 8, -22, -34, -12, 1, 0, -8, 16, -36, -4
CC(C)c1ccc(C(=O)NNC(=O)C2CC=CCC2C(=O)O)cc1 (configuration not stated)
    -0.5, 2, -8, -42, -41, -47, 13, 8, -13, -70, 2
CS(=O)(=O)Nc1cccc(-c2cc(NC=O)c3ncc(-c4ccc(F)cc4)n3c2)c1
    -3.9, 52*, ., 48, 43, 41, 21, -28, ., -25, .

Part of the list above, with each value named.
> CC(C)(C)OC(=O)C[C@@H]1C/C=C\C[C@H](CC(=O)NCCO)C(=O)NC[C@H](c2ccccc2)OC1=O
  hiPSC survival: -2.1
  CF NFkB block: 2
  LMP1 NFkB inh: -17
  Shn3 3UTR inh: -20
  NR2E3 ag-2: 1
  Peg3 promoter: -1
  C8 TRAIL sens: -15
  KKLEB cytotox: 0
  MITF TRPM1 inh: 10
  HIF-2a inh: 5
  NR2E3 ag-1: .

> O=Cc1cn(-c2ccccc2)nc1-c1ccc2c(c1)OCCO2
  hiPSC survival: 0.2
  CF NFkB block: 2
  LMP1 NFkB inh: -18
  Shn3 3UTR inh: -46
  NR2E3 ag-2: -88
  Peg3 promoter: -243
  C8 TRAIL sens: -8
  KKLEB cytotox: -16
  MITF TRPM1 inh: -71
  HIF-2a inh: -238
  NR2E3 ag-1: 3

> CCCCCCC(=O)N/N=C1\CCCc2ccccc21
  hiPSC survival: 0.4
  CF NFkB block: -1
  LMP1 NFkB inh: -5
  Shn3 3UTR inh: -7
  NR2E3 ag-2: 11
  Peg3 promoter: 10
  C8 TRAIL sens: -2
  KKLEB cytotox: 13
  MITF TRPM1 inh: -3
  HIF-2a inh: -12
  NR2E3 ag-1: -3

> O=C(c1ccccc1NS(=O)(=O)c1ccc(Br)s1)N1CCCC1
  hiPSC survival: -0.5
  CF NFkB block: 4
  LMP1 NFkB inh: 3
  Shn3 3UTR inh: -3
  NR2E3 ag-2: -7
  Peg3 promoter: 11
  C8 TRAIL sens: -18
  KKLEB cytotox: 8
  MITF TRPM1 inh: 3
  HIF-2a inh: 1
  NR2E3 ag-1: 5

Three compounds from above, arranged by the value under MITF TRPM1 inh, low to high.
| compound | MITF TRPM1 inh |
| --- | --- |
| Cc1ccc2c(c1)N(CC(=O)N1CCCCC1c1cccnc1)C(=O)CO2 (configuration not stated) | -10 |
| CCc1ccc(/C=N/NC(=O)c2nnn(-c3nonc3N)c2CN2CCc3ccccc32)cc1 | -2 |
| CCN1C(=O)/C(=C/c2ccc(OC)c(OC)c2)N=C1SCC(=O)NCc1ccco1 | 13 |

Some of the compounds tested, so the mix of outcomes need not match the whole.
